# RXFP1 agonist: RXFP1 (human) receptor agonism. Q9HBX9. HEK293T-RXFP1 cAMP TR-FRET, 30 min; response scale: percent of porcine relaxin response, buffer zero. Potency, µM (doses to about 57.5 µM), inactives show at the highest dose activation, most hits filed as activators. 0.3% of 370,000 active. AID 2676; active = well fitted activation curve with a large enough effect; note: potency is the fitted concentration of half-maximal effect; % is set by controls: 0 for no effect and ±100 for the full control effect; nearly all actives have a fitted effect of over 60% in size; many of its hits are not listed in these tables
#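 HEK293 cells stably expressing RXFP1, treated 30 min at 37C with compounds plus PDE4 inhibitor Ro 20174; cAMP measured by HTRF TR-FRET. Normalized to buffer and 29 nM porcine relaxin; EC50 by Hill fit.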
# RXFP1 antagonist: antagonists of human relaxin receptor RXFP1. 0.59% of 350,000 active. HEK293-RXFP1, relaxin-stimulated cAMP HTRF, 30 min; hits give low values. activity change, negative = inhibition, % at 57.5 µM. AID 1259400;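 active = activity change of -60% or lower, but not beyond a set lower limit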; note: % is set by controls: 0 for no effect and ±100 for the full control effect
# D1 PAM: potentiators of human D1 dopamine receptor. P21728. HEK293 TREx D1 cells, calcium flux, dopamine EC20 potentiation. potentiation, % at 10 µM. 0.036% of 360,000 active. AID 504651; in the data active = potentiation above about 30%; note: 0% is about no effect
# Target sequence (P21728 whole entry, looked up): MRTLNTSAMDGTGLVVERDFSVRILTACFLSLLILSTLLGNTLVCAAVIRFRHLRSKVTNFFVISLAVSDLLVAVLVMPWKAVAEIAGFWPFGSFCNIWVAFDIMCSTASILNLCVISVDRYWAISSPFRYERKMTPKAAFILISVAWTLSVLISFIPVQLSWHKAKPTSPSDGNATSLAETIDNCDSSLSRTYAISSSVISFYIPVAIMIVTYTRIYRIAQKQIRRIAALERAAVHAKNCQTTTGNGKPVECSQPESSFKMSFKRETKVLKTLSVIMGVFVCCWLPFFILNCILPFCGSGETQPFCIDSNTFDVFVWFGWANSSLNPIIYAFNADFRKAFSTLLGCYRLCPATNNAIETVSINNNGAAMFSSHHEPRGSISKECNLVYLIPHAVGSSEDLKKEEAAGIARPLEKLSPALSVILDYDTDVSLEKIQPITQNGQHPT
# D1 antag: human D1 dopamine receptor antagonism; AID 504652; P21728; HEK293 TREx D1 cells, calcium flux, dopamine EC80; hits give low values; 3.2% of 360,000 active; activity change, negative = inhibition, % at 10 µM; in the data active = activity change below about -30%; note: % is set by controls: 0 for no effect and ±100 for the full control effect
#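 Tetracycline-induced HEK293 T-REx cells with force-coupled D1 receptor were loaded with a no-wash calcium dye. Compound was added after a 10 s baseline and read kinetically for 180 s; EC80 dopamine was then added and calcium flux followed another 180 s.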
# D2 ag: D2 dopamine receptor (human) agonism. 0.53% of 340,000 active. HEK293 T-REx D2 cells, calcium flux agonist mode. activation, % at 2 µM. AID 485358;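 active = activation over 3 SD above normal in the single-dose calcium agonist read, cut at about 30% in these data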; note: 0% is about no effect
# Target sequence (P14416 whole entry, looked up): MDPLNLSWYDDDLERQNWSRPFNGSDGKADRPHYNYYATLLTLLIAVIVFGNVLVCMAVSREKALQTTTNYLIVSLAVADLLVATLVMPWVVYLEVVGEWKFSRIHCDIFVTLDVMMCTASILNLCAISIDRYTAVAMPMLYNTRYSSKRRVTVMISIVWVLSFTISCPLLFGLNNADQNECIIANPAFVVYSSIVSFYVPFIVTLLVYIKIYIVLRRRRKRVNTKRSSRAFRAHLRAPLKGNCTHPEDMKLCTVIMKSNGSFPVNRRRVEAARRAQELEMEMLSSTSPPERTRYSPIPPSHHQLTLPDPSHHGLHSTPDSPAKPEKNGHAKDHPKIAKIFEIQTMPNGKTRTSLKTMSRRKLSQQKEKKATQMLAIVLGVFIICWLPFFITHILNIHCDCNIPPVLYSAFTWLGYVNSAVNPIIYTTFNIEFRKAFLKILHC
#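 Tetracycline-induced HEK293 T-REx cells with force-coupled D2 receptor, plated overnight at 30 C, loaded with no-wash calcium dye. After a 10 s baseline, compound was pin-added and calcium flux read kinetically for 180 s; calcium rises flagged agonists.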
# D1 ag: activates the human D1 dopamine receptor | P21728 | HEK293 T-REx D1 cells, calcium flux, agonist mode | activation, % at 2 µM | 1% of 360,000 active | AID 504660; in the data active = activation above about 30%; note: 0% is about no effect
#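 Tetracycline-induced HEK293 TREx D1 cells, force-coupled to calcium signalling, were dye-loaded with a no-wash calcium kit. Compound was pin-added after a 10 s baseline. Fluorescence was read kinetically at 1 cycle/s for 180 s, with calcium rises flagged as agonism.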
# TRHR enhancer: allosterically enhances the human TRH receptor; TRHR cells, fluo-8 calcium fluorescence, EC20 TRH enhancement; AID 493056; enhancement, % at 2 µM; 0.66% of 360,000 active; in the data active = enhancement above about 30%; note: 0% is about no effect
#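 Enhancer read-out: after compound pinning and an initial kinetic agonist-mode read, an EC20 of TRH (10 nM final) was injected and fluo-8 calcium signal (Ex 480/Em 530) followed at 1 s/cycle for 100 cycles in TRHR-expressing cells.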
# D2 PAM: D2 dopamine receptor (human) potentiation. P14416. HEK293 T-REx D2, calcium flux, EC20 dopamine potentiation. potentiation, % at 10 µM. 0.34% of 340,000 active. AID 485347;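 active = potentiation over 3 SD above the plate norm, cut at about 30% in these data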; note: 0% is about no effect
#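 Potentiation of an EC20 dopamine calcium response measured kinetically over 180 s, after a preceding 180 s compound-only read flagging agonists. Cells: inducible Hek293 Trex D2 line, 4000/well, cultured overnight at 30 C before dye loading.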
# D2 antagonist: antagonizes the human D2 dopamine receptor; HEK293 TREx D2 cells, calcium flux, dopamine EC80; inhibition, % at 10 µM; 2% of 340,000 active; AID 485344; in the data active = inhibition above about 30%; note: 0% is about no effect
#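 Tetracycline-induced HEK293 TREx cells expressing D2 receptor forced-coupled to calcium signalling, loaded with no-wash calcium dye. Compounds added and calcium flux read 180 s, then dopamine added at EC80 and read a further 180 s.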
# Active calls of the source: *; / = no result given; & = joins results of further samples; ! = not confirmed by another sample. These rows are one share of the data (hit frequency here may not be typical).
SMILES,RXFP1 agonist,RXFP1 antagonist,D1 PAM,D1 antag,D2 ag,D1 ag,TRHR enhancer,D2 PAM,D2 antagonist
O=C(COC(=O)c1ccccc1N1C(=O)C2C3CCC(C3)C2C1=O)c1ccccc1 (stereo not drawn),0.2%,-4,13,-11,0.4,0,-7,-5,-1
C=CCNC(=O)C1CCN(S(C)(=O)=O)CC1,0.2%,4,-2,3,-0.2,2,0,11,10
CC(=O)c1c(C)[nH]c(C(=O)CSc2nc3ccccc3n2C)c1C,0.3%,-7,-4,-11,0.0,15,-7,-6,-11
CCCCNc1nc2c(c(=O)[nH]c(=O)n2C)n1CCOc1ccccc1,-0.4%,2,-2,8,1.2,-1,-5,1,3
CO/N=C/C(=N\Nc1ccc(OC)cc1)C(=O)c1ccc(F)cc1,-1.5%,3,-6,4,2.7,0,11,16,8
CCN(CC)S(=O)(=O)c1cc(NS(=O)(=O)c2ccc(Cl)c(C(=O)O)c2)ccc1C,1.9%,-3,-2,-14,-1.3,1,-20,3,15
CC(C)CNC(=O)NC(=O)CSc1nc2ccccc2n1CC(C)C,1.6%,-1,-1,4,0.6,3,-3,2,-34
COc1cccc(CN(C)C(=O)c2ccc(Oc3ccccc3)cc2)c1OC,0.6%,-30,-7,2,-1.7,32*,-4,0,-12
Cc1ccccc1-c1nnnn1C1CCS(=O)(=O)C1 (stereo not drawn),-0.9%,-3,3,6,2.0,2,10,-5,3
O=C(Nc1cccnc1)c1ccccc1-c1ccccc1,-0.2%,-5,4,8,/,2,-7,4,/
CC(C)C[C@H](NC(=O)C1CC(=O)N(c2ccc(F)cc2)C1)C(=O)N1CCCCC1 (stereo partly drawn),-0.1%,-5,1,6,-0.3,0,-1,-3,-9
CC(NC(=O)c1cc2cc([N+](=O)[O-])ccc2oc1=O)C1CCCO1 (stereo not drawn),9.4%,-9,-1,1,0.0,3,-1,-6,1
O=C(Nc1ccncc1)Nc1ccc(Br)cc1Cl,-0.4%,0,-7,-34*,0.3,4,-4,-3,2
O=c1c2cnn(-c3ccc(Cl)cc3)c2ncn1Cc1cccc(C(F)(F)F)c1,-1.1%,-3,1,6,-1.2,3,1,12,/
CCC(C)Sc1nnc(Cc2cc(=O)[nH]c(=O)[nH]2)n1-c1ccc(OC)cc1 (stereo not drawn),1.5%,/,0,2,-1.2,1,-2,8,-5

# Ordered by value in D2 PAM (low to high): three of the compounds above.
SMILES | RXFP1 antagonist | D1 PAM | D1 antag | D1 ag | TRHR enhancer | D2 PAM | D2 antagonist
O=C(Nc1ccncc1)Nc1ccc(Br)cc1Cl | 0 | -7 | -34* | 4 | -4 | -3 | 2
CC(C)CNC(=O)NC(=O)CSc1nc2ccccc2n1CC(C)C | -1 | -1 | 4 | 3 | -3 | 2 | -34
CO/N=C/C(=N\Nc1ccc(OC)cc1)C(=O)c1ccc(F)cc1 | 3 | -6 | 4 | 0 | 11 | 16 | 8

# More entries follow.
SMILES,RXFP1 agonist,RXFP1 antagonist,D1 PAM,D1 antag,D2 ag,D1 ag,TRHR enhancer,D2 PAM,D2 antagonist
O=C(CCc1ccccc1)Nc1cc(C(F)(F)F)ccc1Cl,0.2%,-5,1,-12,1.4,4,-6,-3,-17
COc1cc(CNC2CCCC2)cc(Cl)c1OCc1ccc(F)cc1,0.8%,-40,-6,4,2.3,32*,-6,-7,14
COc1ccc(-c2cc(C(F)(F)F)n3nc(C(=O)Nc4sc5c(c4C(=O)OC(C)C)CCC(C)C5)cc3n2)cc1 (stereo not drawn),1.0%,-1,-1,7,1.4,0,-6,2,/
O=C1OC(NCc2cccnc2)(c2ccc(Cl)cc2)c2ccccc21 (stereo not drawn),-0.7%,-8,-6,-13,0.8,1,-12,6,0
CC1CCN(S(=O)(=O)Cc2ccccc2Cl)CC1,0.3%,-2,0,6,0.7,-1,-11,8,-11
COc1ccc(-c2nc(C)ncc2-c2csc(C)n2)c(O)c1,-0.5%,2,-4,-13,0.3,-2,-1,2,13
NC(=O)c1ccc[n+](CC(=O)Nc2ccccc2C(=O)O)c1,-0.7%,0,3,-5,-0.1,1,-4,20,11
COc1ccc(C(=O)NCC(=O)NCC(=O)OCC(=O)C(C)(C)C)cc1,0.7%,10,8,-2,0.7,5,2,3,2
O=C(NCC(=O)N1CCCC1)c1ccc(Cl)cc1,1.1%,6,-7,9,-0.3,6,-3,-11,-6
CCOC(=O)c1c(S(=O)(=O)Nc2cccc(Cl)c2)c(C)n(C)c1C,-1.0%,49,-8,-25,0.1,12,6,-4,13
c1ccc(SCc2nc(-c3cccnc3)no2)cc1,-0.3%,0,-3,-6,-2.5,7,4,6,-2
Cc1nnc(SCC(=O)NNC(=O)c2ccco2)n1-c1cccc(Cl)c1,-2.0%,10,2,-1,0.7,1,5,3,-3
COc1ccc(S(=O)(=O)N=Nc2c(O)[nH]c3ccccc23)cc1,0.9%,-1,-7,-15,0.8,-1,1,1,-12
NC1=NC[C@H](c2ccccc2)N1CCCCC1CCCCC1,0.0%,/,3,37,0.1,3,-1,3,-14
Cc1cc(=O)[nH]c(SCc2cn3ccccc3n2)n1,15%,-6,-9,-12,15,1,-13,-7,6

# Record cards (already shown):
# CCOC(=O)c1c(S(=O)(=O)Nc2cccc(Cl)c2)c(C)n(C)c1C is entered as RXFP1 agonist = -1.0%; RXFP1 antagonist = 49; D1 PAM = -8; D1 antag = -25; D2 ag = 0.1; D1 ag = 12; TRHR enhancer = 6; D2 PAM = -4; D2 antagonist = 13
# Cc1cc(=O)[nH]c(SCc2cn3ccccc3n2)n1 is entered as RXFP1 agonist = 15%; RXFP1 antagonist = -6; D1 PAM = -9; D1 antag = -12; D2 ag = 15; D1 ag = 1; TRHR enhancer = -13; D2 PAM = -7; D2 antagonist = 6
# COc1ccc(C(=O)NCC(=O)NCC(=O)OCC(=O)C(C)(C)C)cc1 is entered as RXFP1 agonist = 0.7%; RXFP1 antagonist = 10; D1 PAM = 8; D1 antag = -2; D2 ag = 0.7; D1 ag = 5; TRHR enhancer = 2; D2 PAM = 3; D2 antagonist = 2

# Additional structures:
SMILES,RXFP1 agonist,RXFP1 antagonist,D1 PAM,D1 antag,D2 ag,D1 ag,TRHR enhancer,D2 PAM,D2 antagonist
CC(=O)Nc1ccc2c(c1)ncn2-c1ccc(C)cc1,-0.1%,-16,-4,1,0.7,0,-1,3,0
COc1ccc(C(=O)NC2CC3CCCC(C2)N3CC(C)C)cc1OC (stereo not drawn),2.8%,2,-2,-4,0.2,3,-6,-3,-11
COc1ccc2c(c1)c1c3n2CCN(C)C3=NCC1,2.4%,3&7,2,-22,-0.5,1,17,10,-7
O=C(C1CCCN(S(=O)(=O)c2cccc3nsnc23)C1)N1CCN(c2ccccc2F)CC1 (stereo not drawn),5.9%,/,7,-5,0.3,0,-5,15,/
COC(=O)CSc1nc(C)c2ccc(OC)cc2n1,-0.2%,-5,3,-5,-0.2,-1,-2,4,-2
CCN(Cc1ccccc1)C(=O)c1cc2cc(OC)c(OC)cc2[nH]1,26%,-11,0,-1,-1.3,0,3,10,29
COc1ccc(NC(=O)CSc2nnc(CC(=O)Nc3ccc(F)cc3)n2C)cc1,0.1%,7,/,7,0.3,6,7,9,-6
CCN(CC)C(=O)COC(=O)c1cc(-c2ccco2)nc2ccccc12,0.7%,-1,4,-11,3.5,3,3,4,18
CCOC(=O)c1ccc(N=CC2=C(O)CC(C)(C)CC2=O)cc1,0.9%,-8,12,3,1.0,3,4,14,-16
COc1ccc(C(=O)Nc2c(N)nc(SCC(=O)N3CCCCCC3)[nH]c2=O)cc1OC,1.3%,-8,-6,-10,-0.1,3,0,8,-5
CC[C@@]12C(=O)N(c3cccc(C)c3)C(=O)N1[C@H](c1ccc(OC)cc1)[C@@H]1C(=O)N(C(C)(C)C)C(=O)[C@@H]12,-0.5%,/,3,4,0.0,2,-9,4,14
O=C(CN1CCN(c2ccccc2)CC1)c1ccc2cc[nH]c2c1,-0.2%,0,-6,-36*,84*,5,-3,-24,90*
COc1ccc(-c2nn(-c3ccccc3)cc2/C=C2/SC(=S)N(CCC(=O)O)C2=O)c(C)c1,0.6%,-4,1,-19,-1.9,2,-2,-8,-3
O=C(Nc1ccc(C(=O)O)cc1)/C(=C\c1ccco1)NC(=O)c1ccccc1,-0.2%,-5,0,-11,0.0,3,16,2,14
O=C(Cc1cc(=O)[nH][nH]1)N/N=C/C(Cl)=C/c1ccccc1,-7.4%&-2.0%,-9&-21,2&-6,1&1,0.2&-0.4,31*!,0&3,10&-3,4&10
COc1ccc(OC)c(NC(=O)C(CCSC)NS(=O)(=O)c2cccs2)c1 (stereo not drawn),-0.5%&3.4%,8&3,0&9,3&7,-0.3&-0.4,-3&0,17&-2,-2&0,32*
COc1cc2c(C(=O)NCc3ccc(C)o3)cn(CC(C)C)c(=O)c2cc1OC,0.8%,16,-1,25,-1.0,0,0,-5,-4
CCC(C)(C)NC(=O)C(c1ccc(OC)cc1)N(C(=O)CCC(=O)Nc1cc(C)on1)c1ccc2c(c1)OCO2 (stereo not drawn),0.8%,-12,-1,11,0.3,1,11,2,-2
CCCOC(=O)C1C2C=CC3(CN(c4ccc(Cl)c(F)c4)C(=O)C13)O2 (stereo not drawn),1.4%,-12,-3,-7,0.7,-1,-8,-7,-25
Cc1ccc(SCC(=O)NC2CCS(=O)(=O)C2)cc1 (stereo not drawn),0.0%,1,-2,-3,-0.3,0,1,-9,-16
CCS(=O)(=O)N1Cc2ccccc2CC1C(=O)N1CCN(c2cccc(C)c2C)CC1 (stereo not drawn),-1.1%,-7,1,-3,-0.7,1,1,2,-11
CN1CCS/C1=C\C=C1/SC(=S)N(CC(=O)O)C1=O,1.9%,-2,-7,6,17,129*,2,-4,15
CC1=C(C(=O)OCc2ccccc2)C(c2cccc(Cl)c2Cl)CC(=O)N1 (stereo not drawn),0.1%,-4,-4,1,0.6,23,1,-4,/
CC(C)(C)n1nnnc1C(c1cccnc1)N(Cc1ccccc1)Cc1cccs1 (stereo not drawn),2.0%,-11,4,5,-0.5,2,2,-8,-8
COc1ccc(C2(C(=O)NC(C)C)CCCC2)cc1OC,1.1%,3,7,-12,-2.2,2,52*,5,-11
COc1ccccc1OCCC(=O)OCC(=O)NCc1ccccc1,0.0%,1,2,-6,-0.6,0,4,-8,18
CCCNC(=S)N1CCN(Cc2ccc3c(c2)OCO3)CC1,0.7%,7,0,-5,0.1,3,-5,-3,7
NC(=O)c1nsc(C(=O)N(Cc2ccccc2Cl)C(C(=O)NCC2CCCO2)c2ccc(O)cc2)c1N (stereo not drawn),0.4%,-15,-1,15,1.2,0,-2,-4,4
Cn1ccnc1SCC(=O)NC12CC3CC(CC(C3)C1)C2,0.9%,-11,-5,0,0.3,5,9,10,-7
COc1ccc(NC(=O)C(=O)N2N=C3CCCCC3C2(O)C(F)(F)F)cc1 (stereo not drawn),3.1%,1,-2,4,-0.9,3,6,-2,10
O=c1c(/C=C(\O)c2ccc(F)cc2)nc2ccccc2n1-c1ccccc1,0.4%,-11,8,5,44*,159*,-8,-10,4

# Source: PubChem BioAssay (National Center for Advancing Translational Sciences (NCATS))
